Screening results from PubChem.
IDE cell inh – human IDE inhibitors in live cells, primary screen, fluorescence polarization, HEK cells, FAbetaB substrate; Insulin-degrading enzyme (Homo sapiens), P14735; FAbetaB cleavage; inhibition, % at 5.59 µM; actives 0.41% (n = 320,000); AID 434962, 2010;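 active = percent inhibition above the average of all tested compounds plus 3 SD, set per screening campaign, cut at about 16% in these data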;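 also: IDE supplied by intact live HEK cells; FP after avidin binding of uncleaved biotin substrate so inhibition keeps polarization high; 0% = DMSO wells and 100% = 60 µM reference IDE inhibitor Ii1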
Target sequence (P14735 whole entry, looked up): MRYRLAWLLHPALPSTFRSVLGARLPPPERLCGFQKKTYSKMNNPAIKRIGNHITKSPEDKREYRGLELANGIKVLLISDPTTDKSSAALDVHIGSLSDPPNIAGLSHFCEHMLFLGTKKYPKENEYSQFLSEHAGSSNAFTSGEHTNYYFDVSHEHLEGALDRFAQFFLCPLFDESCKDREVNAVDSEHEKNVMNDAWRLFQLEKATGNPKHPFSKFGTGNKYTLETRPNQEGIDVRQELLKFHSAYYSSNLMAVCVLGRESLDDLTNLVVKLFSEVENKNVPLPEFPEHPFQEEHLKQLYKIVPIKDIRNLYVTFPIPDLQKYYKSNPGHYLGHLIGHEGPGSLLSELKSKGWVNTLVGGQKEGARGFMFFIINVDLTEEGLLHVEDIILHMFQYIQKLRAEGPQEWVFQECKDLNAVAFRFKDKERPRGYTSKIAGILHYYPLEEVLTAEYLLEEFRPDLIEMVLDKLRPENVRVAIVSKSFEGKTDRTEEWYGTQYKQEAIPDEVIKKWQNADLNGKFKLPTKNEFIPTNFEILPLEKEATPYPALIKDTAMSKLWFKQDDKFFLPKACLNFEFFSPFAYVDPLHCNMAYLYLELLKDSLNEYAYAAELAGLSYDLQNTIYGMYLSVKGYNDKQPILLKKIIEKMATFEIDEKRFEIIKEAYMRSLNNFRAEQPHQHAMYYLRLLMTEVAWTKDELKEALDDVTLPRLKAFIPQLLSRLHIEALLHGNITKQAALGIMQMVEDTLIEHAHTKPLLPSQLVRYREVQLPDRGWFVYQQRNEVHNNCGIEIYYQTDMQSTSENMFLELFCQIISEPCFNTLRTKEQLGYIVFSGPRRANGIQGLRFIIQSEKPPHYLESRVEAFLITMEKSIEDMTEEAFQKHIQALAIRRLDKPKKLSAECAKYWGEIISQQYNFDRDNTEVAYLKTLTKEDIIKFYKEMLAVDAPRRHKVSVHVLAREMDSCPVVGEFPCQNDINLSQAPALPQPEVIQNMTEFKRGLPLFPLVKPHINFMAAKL
NS3 helicase inh – inhibitors of HCV NS3 helicase, primary screen, biochemical, Cy5 molecular beacon fluorescence; NS3 helicase DNA unwinding; inhibition, % at 10.9 µM; actives 0.56% (n = 290,000); AID 1800, 2009;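 active = inhibition above the mean of all tested compounds plus 3 SD, set per campaign, cut at about 35% in these data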;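 also: 0% = DMSO wells and 100% = thioflavine S control wells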
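Assay system – hepatitis C virus NS3 helicase domain fragment enzyme · Buffer or medium – MOPS pH 6.5, MgCl2, DTT, Tween20, BSA · Reagent – Cy5/quencher beacon DNA duplex and ATP to start · Compound – single 10.9 µM dose · Timing – 1 h at 25 °C · Technique – Cy5 beacon fluorescence read at start and 1 h · Measure – % inhibition of unwinding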
UBC9 SUMO inh – inhibitors of in vitro SUMOylation cascade, primary screen, biochemical, HTRF, uHTS. SUMO-conjugating enzyme UBC9 (Homo sapiens), P63279. HTRF SUMOylation assay, SAE1/SAE2 + UBC9. inhibition, % at 35 µM. actives 0.36% (n = 290,000). AID 2006, 2009; in the data active = inhibition above about 50%, passing the limit was not always enough; also: strong numbers were not always called active
GalR3 antagonist – GalR3 antagonists in HEK293 cells, primary screen, cell-based, fluorescence readout. HEK293 GalR3-CNG cAMP membrane potential fluorescence; galR3 body fused to GalR1 C-terminus. inhibition, % at 3 µM. actives 0.44% (n = 360,000);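 active = inhibition above the screen-wide average plus 3 SD, cut at about 13% in these data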;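 also: forskolin and galanin both at EC90 stimulate the cells; cAMP rise reported by CNG channel membrane potential dye signal; 0% = forskolin plus galanin with DMSO and 100% = forskolin alone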
CRFBP-R2 block – antagonists of CRF-BP/CRF-R2 complex, primary screen, cell-based, HEK293, calcium dye fluorescence, uHTS. actives 0.59% (n = 350,000). CRF-induced calcium fluorescence. inhibition, % at 11.8 µM;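 active = inhibition of the ligand-induced calcium signal above about 50% at the single tested concentration, limit read from the data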
VIM-2 inhibitor – VIM-2 metallo-beta-lactamase inhibitors, primary screen, biochemical, epi-absorbance readout, Pseudomonas aeruginosa enzyme; purified VIM-2, nitrocefin hydrolysis, epi-absorbance fluorescence; inhibition, % at 5.6 µM; actives 0.89% (n = 290,000); AID 1527, 2009;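 active = inhibition above the mean of all tested compounds plus 3 SD, cutoff set per screening run, cut at about 7.5% in these data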;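 also: red hydrolysis product quenches plate fluorescence so inhibitors raise well fluorescence; 0% = enzyme with DMSO and 100% = DMSO without enzyme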
IMP-1 inhibitor – IMP-1 metallo-beta-lactamase inhibitors, primary screen, biochemical, epi-absorbance readout, Pseudomonas aeruginosa enzyme. purified IMP-1, nitrocefin hydrolysis, epi-absorbance fluorescence. inhibition, % at 5.6 µM. actives 0.45% (n = 290,000). AID 1556, 2009;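 active = inhibition above the mean plus 3 SD of all compounds in the same screening run, cut at about 4.5% in these data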;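 also: 0% = IMP-1 with DMSO and 100% = DMSO wells lacking enzyme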
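assay system = purified recombinant IMP-1 metallo-beta-lactamase enzyme | schedule = 15 min preincubation plus 25 min reaction at 25 °C | signal = Epi-absorbance fluorescence, 480 nm excitation, 530 nm emission | read-out basis = percent inhibition from optical density relative to buffer-blank wells | controls = IMP-1 with DMSO as 0%, enzyme-free DMSO as 100%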
IDE cell activ – human IDE activators in live cells, primary screen, fluorescence polarization, HEK cells, FAbeta-B substrate | actives 0.073% (n = 340,000) | FAbeta-B cleavage; 0% vehicle, 100% cell-free pure enzyme wells | AID 493087, 2011 | activation, % at 5.96 µM;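 active = activation above the mean of all tested compounds plus 3 SD, set per screening campaign, cut at about 17% in these data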
p-CIP stab down – p/CIP-EGFP fusion destabilizers, primary screen, fluorescence, F442A cells; Q05BA5; 16 h; decrease of EGFP signal, % at 10 µM; actives 0.01% (n = 290,000); AID 1984, 2009;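 active = EGFP signal decrease of at least 30% at 10 µM or well 3 SD below plate mean, unless failing retest; inactive = the rest, including hits failing retest or dose response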; also: some compounds called inactive have numbers as strong as hits; many of its hits are not listed in these tables
Active calls of the source: *; · = not tested or not shown.

SMILES | IDE cell inh | NS3 helicase inh | UBC9 SUMO inh | GalR3 antagonist | CRFBP-R2 block | VIM-2 inhibitor | IMP-1 inhibitor | IDE cell activ | p-CIP stab down
CNC(=O)[C@H]1O[C@@H](n2cnc3c(NCc4cccc(I)c4)nc(Cl)nc32)[C@H](O)[C@@H]1O | 8 | · | · | 51* | 1 | · | · | -2 | ·
O=C1CSC(c2ccc(Cl)cc2Cl)N1c1ccccn1 (stereo not drawn) | -1 | -3 | -9 | -6 | 29 | 0.0 | -1.3 | 6 | -4
O=C(CN1CCN(c2ccc([N+](=O)[O-])cc2Cl)CC1)N1CCOCC1 | -2 | -4 | -8 | 1 | 6 | -1.8 | -1.4 | · | 7
Cc1nn(-c2ccccc2)c(Cl)c1/C=N/NC(=O)c1ccc(NS(=O)(=O)c2cccs2)cc1 | -1 | -10 | -4 | · | · | -2.8 | -2.1 | · | -9
COC(=O)c1nnn(CC(=O)Nc2cc(Cl)ccc2C)c1C(=O)OC | 2 | 0 | -2 | 1 | -5 | -4.3 | -5.2 | -2 | -15
Cn1cc(CNC(=O)c2ccc3nc(Cc4ccccc4F)oc3c2)cn1 | 3 | 0 | 7 | -2 | -11 | -2.3 | -1.7 | -2 | -11
COc1ccc(/C=C2\CCC/C(=C\c3ccc(OC)c(OC)c3OC)C2=O)c(OC)c1OC | · | -28 | -4 | 1 | 69* | -0.2 | -1.5 | 1 | -2
COc1ccccc1CNS(=O)(=O)c1ccc(NC(C)=O)cc1 | 0 | 3 | -2 | -8 | 4 | -1.2 | -4.1 | -1 | 7
COc1ccc(N2CCN(C(=O)c3cccc(Cn4cc(Cl)cn4)c3)CC2)cc1 | 1 | 18 | 8 | 4 | -4 | 1.9 | -3.7 | -2 | -35
CC(c1ccccc1)N1CCn2c(nc3cc(NS(C)(=O)=O)ccc32)C1 (stereo not drawn) | 1 | -8 | 16 | -3 | 11 | -1.7 | -1.4 | 1 | -10
Cc1csc(NC(=O)c2ccc(C(=O)Nc3nc(C)cs3)cc2)n1 | 6 | -1 | 14 | · | · | -2.0 | 0.1 | · | -6
CC(C)=CCC[C@](C)(O[C@@H]1O[C@H](CO[C@@H]2O[C@H](CO)[C@@H](O)[C@H](O)[C@H]2O)[C@@H](O)[C@H](O)[C@H]1O)C1CC[C@]2(C)C1C(=O)CC1[C@@]3(C)CC[C@H](O[C@H]4O[C@@H](CO)[C@H](O)[C@@H](O)[C@@H]4O)C(C)(C)C3CC[C@]12C (stereo partly drawn) | -2 | · | · | 0 | 20 | · | · | 0 | ·
CC1CCN(C(=O)Cn2c(=O)n(CCc3ccccc3)c(=O)c3ccccc32)CC1 | 2 | -8 | 13 | · | -3 | -2.6 | -2.6 | 0 | -1
c1nc(N2CCCCCC2)c2[nH]cnc2n1 | -3 | 7 | -7 | 3 | -28 | -4.5 | -3.4 | -3 | -8
CCOC(=O)C1CCCN(c2ncnc3c2oc2ccccc23)C1 (stereo not drawn) | 13 | 3 | 31 | -1 | 27 | 2.3 | -1.7 | -3 | -2
Cc1ccc(CSc2nc3nc(C)cc(C)n3n2)cc1 | 5 | -20 | 7 | 1 | 11 | 1.4 | -1.9 | 0 | -13
CC1CCCN(C(=O)COC(=O)COc2ccc(C#N)cc2)C1 (stereo not drawn) | -4 | · | · | -3 | 3 | · | · | 2 | ·
CCC(=O)Nc1ccc(C(=O)OCc2ccccc2Cl)cc1 | -1 | -6 | -17 | -4 | -28 | -1.0 | 0.1 | 2 | 2
CCc1cc(C(=O)OC)c(NC(=O)CSc2nccn2C)s1 | 3 | 2 | 6 | -3 | 4 | -1.5 | -1.8 | 6 | 0
CC(C)(C)n1nc2c(c1NC(=O)c1ccc(C(F)(F)F)cc1)CS(=O)(=O)C2 | 0 | 2 | -2 | -1 | 5 | -2.0 | -2.2 | 4 | -17
CCc1ccccc1NC(=O)CN(C)C(=O)Cn1cnc2ccc(Cl)cc2c1=O | -1 | · | · | 2 | 6 | · | · | -1 | ·
Cc1ccc(S(=O)(=O)N(C)CC(=O)N(CC(C)C)C2CCS(=O)(=O)C2)cc1 (stereo not drawn) | -2 | · | · | 0 | -4 | · | · | 4 | ·
CC(=O)Nc1ccc(S(=O)(=O)N/N=C/c2cccnc2)cc1 | -1 | 17 | 7 | -3 | 21 | 0.6 | 2.1 | -3 | -18
COc1ccc(C(=O)Oc2cc(N)n(S(=O)(=O)c3ccc(C)cc3)n2)cc1 | 0 | 2 | 9 | -7 | -34 | -2.9 | -2.7 | 0 | -14
C/C(=C\C(=O)c1ccc(F)cc1)NCc1ccc2c(c1)OCO2 | -6 | 6 | 25 | 2 | 17 | -1.4 | -1.4 | -3 | -10
COCCN1C(=O)c2ccccc2C(C(=O)NCCCN2CCCC2)C1c1c[nH]c2ccccc12 (stereo not drawn) | -2 | -10 | 3 | 4 | 0 | -2.1 | -2.5 | · | -6
Cc1ccc(Nc2nc(-c3sc(NC(=O)c4ccccc4)nc3C)cs2)cc1 | 1 | 3 | 16 | -7 | 1 | -8.0 | -2.1 | -1 | 1
CCOC(=O)c1cnc2c(ccc3ccccc32)c1NCCO | 9 | 0 | 8 | -6 | 2 | 4.4 | -0.6 | 1 | -9
CN(CC(=O)Nc1ccc(Cl)cc1)CC(=O)Nc1cccc(Br)c1 | 2 | -28 | -11 | -9 | -12 | -1.3 | -3.0 | -4 | 6
Cc1cc(C)c(S(=O)(=O)N2CCN(C)CC2)c(C)c1 | -1 | -5 | 12 | -6 | 27 | -2.1 | -0.9 | 8 | -15
O=C(c1ccco1)N1CCN(S(=O)(=O)c2ccc3c(c2)CCN3C(=O)C2CCC2)CC1 | -3 | -3 | -2 | 2 | 5 | -1.6 | -0.7 | 3 | -2
CN(C)CCCn1c2c(c(SCC(=O)Nc3cccc4ccccc34)nc1=O)CCC2 | -1 | · | · | -2 | -1 | · | · | 4 | ·
C(=N\Nc1nc(N2CCCC2)nc(N2CCCC2)n1)/c1cccnc1 | 2 | 3 | 3 | -5 | -1 | -3.6 | -2.4 | 3 | -3
CCCCOCCCNC(=O)c1c(-c2ccccc2)noc1C | -1 | -1 | 20 | -3 | -1 | 2.7 | 0.4 | 2 | -6
Cc1ccc(C)c(OCc2cc(C(=O)N3CCN(c4ccccc4C)CC3C)no2)c1 (stereo not drawn) | 1 | -2 | 16 | 1 | -4 | -0.1 | -2.2 | -5 | -1
Cc1ccc(S(=O)(=O)N(C)C[C@H]2Oc3ccc(NC(=O)C4CCCCC4)cc3C(=O)N([C@H](C)CO)C[C@H]2C)cc1 | -1 | · | · | -7 | 7 | · | · | -4 | ·
COc1cccc(C(=O)NC2CC(C)(C)Cc3c2cnn3-c2cccc(F)c2)c1OC (stereo not drawn) | 1 | -12 | -3 | 0 | 0 | -3.6 | -1.4 | 1 | 0
COc1ccc(NC(=S)Nc2cc(C)ccn2)c(OC)c1 | 1 | -10 | 11 | -3 | -29 | -3.2 | -3.9 | 2 | 0
CC(=O)Nc1cccc(NS(=O)(=O)c2cn(C)c(=O)n(C)c2=O)c1 | 7 | 8 | 10 | · | 31 | -1.7 | -1.1 | 3 | -21
O=C(CSc1ccc(-c2ccc(F)cc2)nn1)NC1CCCCC1 | 4 | 9 | 14 | -10 | -8 | -1.8 | -0.3 | 6 | -10
CC(C)(C)CC(C)(C)NC(=S)Nc1ccc2nc(-c3ccccn3)c(-c3ccccn3)nc2c1 | 8 | -4 | 11 | -5 | -57 | -3.9 | 0.0 | -1 | -12
CC(=O)Nc1ccc(CC(=O)NCCC(c2ccccc2)c2ccccc2)cc1 | 1 | -5 | 14 | 5 | 3 | -3.7 | -3.2 | 2 | -3
CCOC(=O)C1CCN(C(=O)c2ccccc2N(C)S(=O)(=O)c2ccccc2)CC1 | 7 | 3 | -6 | 3 | -13 | -1.6 | -3.4 | 0 | -1
Cc1ccc(OCc2cc(C(=O)N3CCC(c4ccccc4Cl)C3)no2)cc1C (stereo not drawn) | 4 | -5 | -23 | -1 | -6 | -1.4 | -1.9 | 6 | 7
O=C(NNC(=O)c1ccccc1-n1cccc1)c1ccc(Cl)nc1 | -1 | · | · | -8 | -3 | · | · | 4 | ·
CCCCN(C(=O)c1ccc(NC(=O)C(C)C)cc1)c1ccccc1 | -3 | -18 | 6 | -4 | -10 | -0.8 | -0.6 | -5 | -7
O=C(NC(Cc1ccccc1)C(=O)O)/C(=C\c1ccco1)NC(=O)c1ccc(Br)cc1 (stereo not drawn) | 8 | 23 | -6 | 6 | 12 | 0.0 | -0.9 | -3 | -10
Cc1cc(=O)[nH]c(N=N/C(=N/Nc2ccccc2C)c2ccccc2)n1 | 5 | 0 | 30 | -1 | 4 | -7.0 | -4.5 | -1 | 0
COc1ccc(-n2ncc3c(=O)n(CC(=O)N(C(C)C)C(C)C)cnc32)cc1 | 7 | -6 | 18 | -2 | -4 | -1.4 | -4.3 | 3 | -1
COc1cc(C2c3sc(=O)[nH]c3SC3C(=O)N(c4ccc(C)cc4)C(=O)C32)ccc1O (stereo not drawn) | 5 | 14 | 6 | -5 | 4 | -2.2 | -3.1 | 8 | -4
CCOc1ccc(OCC)c(S(=O)(=O)n2cc(C)nc2CC)c1 | 2 | -1 | -4 | -10 | 3 | -3.5 | -3.0 | -1 | -10
C=CCn1c(SC2CCOC2=O)nc2scc(C3CC3)c2c1=O (stereo not drawn) | -3 | 10 | 17 | 8 | -7 | 0.5 | -2.6 | 2 | -8
Cc1ccc2c(C)c(C(=O)N(C)CCC3CCCCO3)oc2c1C (stereo not drawn) | 1 | -2 | -7 | -2 | 10 | -2.6 | -3.9 | 2 | 14
Cn1c(C(=O)N/N=C/c2ccccc2)cc2ccccc21 | -2 | -3 | 23 | -7 | 1 | 0.3 | -3.5 | 3 | -7
O=C(c1ccc(Cl)cc1)N1CCCOC1 | 5 | 4 | 3 | -5 | 2 | 0.8 | -0.3 | 8 | -2

Single records (already shown). Order of screens: IDE cell inh	NS3 helicase inh	UBC9 SUMO inh	GalR3 antagonist	CRFBP-R2 block	VIM-2 inhibitor	IMP-1 inhibitor	IDE cell activ	p-CIP stab down
`Cn1c(C(=O)N/N=C/c2ccccc2)cc2ccccc21` is entered as -2	-3	23	-7	1	0.3	-3.5	3	-7
`Cc1cc(=O)[nH]c(N=N/C(=N/Nc2ccccc2C)c2ccccc2)n1` is entered as 5	0	30	-1	4	-7.0	-4.5	-1	0
